Compound activity from PubChem BioAssay.
OXTR ag: agonists of human oxytocin receptor. 320,000 tested, 0.32% active. CHO-OTR cells, Fluo-8 calcium fluorescence; normalized: DMSO 0%, oxytocin 100%. activation, % at 3 µM;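 active = activation above the mean of all tested compounds plus 3 SD, cutoff set per screening run, cut at about 20% in these data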;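 also: peak over basal fluorescence ratio from a 100 s FLIPR kinetic read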
Target sequence (P30559 whole entry, looked up): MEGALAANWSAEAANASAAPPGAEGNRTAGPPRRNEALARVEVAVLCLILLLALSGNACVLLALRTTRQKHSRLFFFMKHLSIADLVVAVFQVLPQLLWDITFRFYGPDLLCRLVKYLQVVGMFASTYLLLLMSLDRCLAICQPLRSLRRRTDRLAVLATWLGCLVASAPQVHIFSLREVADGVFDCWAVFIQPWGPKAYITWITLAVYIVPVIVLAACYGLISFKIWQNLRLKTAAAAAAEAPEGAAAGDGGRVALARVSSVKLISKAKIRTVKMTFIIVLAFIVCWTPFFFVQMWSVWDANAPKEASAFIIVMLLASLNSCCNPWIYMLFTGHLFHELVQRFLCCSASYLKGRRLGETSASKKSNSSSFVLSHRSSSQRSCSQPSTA
V1R ag counter: activates human V1a receptor in oxytocin agonist counter-screen. P37288. AID 2797. 320,000 tested, 0.25% active. activation, % at 3 µM. CHO-V1R cells, Fluo-8 calcium fluorescence, agonist mode; 0% DMSO, 100% 3 nM vasopressin;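 active = activation above the mean activation of all tested compounds plus 3 SD, per screening run, cut at about 20% in these data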;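 also: signal is peak over basal fluorescence ratio across a 100 second FLIPR read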
Target sequence (P37288 whole entry, looked up): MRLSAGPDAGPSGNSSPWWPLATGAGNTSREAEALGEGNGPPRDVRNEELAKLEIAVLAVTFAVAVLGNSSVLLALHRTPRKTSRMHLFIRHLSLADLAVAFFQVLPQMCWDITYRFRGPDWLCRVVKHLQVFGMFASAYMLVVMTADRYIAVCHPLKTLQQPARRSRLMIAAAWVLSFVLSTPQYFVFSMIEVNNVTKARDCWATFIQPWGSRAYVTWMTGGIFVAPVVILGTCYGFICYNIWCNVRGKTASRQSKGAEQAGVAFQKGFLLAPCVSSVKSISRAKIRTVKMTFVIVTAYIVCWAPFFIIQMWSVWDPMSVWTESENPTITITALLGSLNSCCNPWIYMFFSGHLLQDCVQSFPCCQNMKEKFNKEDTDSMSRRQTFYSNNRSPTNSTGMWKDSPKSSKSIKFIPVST
* hit, by the source's call. The list is partial; the hit share may differ from the screen's.

SMILES	OXTR ag	V1R ag counter
Cc1ccc(NC(=O)c2nc[nH]c2C(=O)NCCCNC(=O)c2[nH]cnc2C(=O)Nc2ccc(C)cc2)cc1	0.0	-0.5
COc1ccc2c(c1)OC[C@H]1[C@H]2N2C(=O)c3cc(Br)ccc3NC(=O)[C@@]2(C)[C@H]1c1ccccc1	-1.2	0.7
CC(Sc1nc2ccccc2c(=O)n1C)C(=O)NC1CCCCC1C (centres undefined)	0.9	4.7
O=C(N[C@H]1C/C=C\C[C@H](CC(=O)N(CCO)Cc2ccccc2)C(=O)N[C@@H](c2ccccc2)COC1=O)OCC1c2ccccc2-c2ccccc21	-1.8	-0.7
Nc1ccc(C(=O)N2CCN(S(=O)(=O)c3ccc(Cl)cc3)CC2)cc1[N+](=O)[O-]	5.0	1.9
C1=CC2=NC34CCCCC3CC3=C(CCCC3)N4C2=CC1=NC1CCCCC1 (centres undefined)	4.7	2.3
Cc1noc(C)c1COc1ccc(C(=O)NNC(=O)c2ccccc2F)cc1	2.0	0.9
COc1ccc(-c2cc(C(=O)N3CCN(c4cccc(C)c4C)CC3)c3ccccc3n2)cc1OC	-0.8	1.0
C=CCC[C@H](Cc1ccc(F)cc1)C(=O)OC[C@@H](C)NC(=O)[C@@H](CC=C)CC(=O)N[C@@H](CO)Cc1ccccc1	-0.8	1.1
CC(NC(=O)c1ccc([N+](=O)[O-])o1)C1CC2CCC1C2 (centres undefined)	-1.5	-1.4
C#CCOCCOCCOCCNc1nc(N2CCN(C(=O)C([C@@H](C)CC)n3cc(C(N)COC(=O)C(F)(F)F)nn3)CC2)nc(N2CCN(C(=O)[C@H](CCCCN)n3cc(C(N)[C@H](C)CC)nn3)CC2)n1 (some centres undefined)	0.0	0.1
C#CCOCCOCCOCCNc1nc(N2CCN(C(=O)CCCCCCCCCCNC(=O)[C@H]([C@@H](C)CC)n3cc(CCCCCN)nn3)CC2)nc(N2CCN(C(=O)CCCCCCCCCCNC(=O)[C@H](CCCCN)n3cc(CCCC(=O)O)nn3)CC2)n1	8.7	20*
C#CCOCCOCCOCCNc1nc(N2CCN(C(=O)[C@H](CCCCN)n3cc([C@@H](N)C(C)CC)nn3)CC2)nc(N2CCN(C(=O)[C@H](Cc3cc4ccccc4[nH]3)n3cc([C@@H](N)C(C)CC)nn3)CC2)n1 (some centres undefined)	0.8	1.8
Nc1nc2c(ncn2CCC(CO)CO)c(=O)[nH]1	0.0	1.5
Cc1ccc2c(c1)[C@H]1[C@H](CO2)[C@H](c2ccccc2)[C@]2(C)C(=O)Nc3cc(Cl)ccc3C(=O)N12	-1.5	0.4
COc1ccc2c3c([nH]c2c1)[C@H]1C[C@H]2[C@H](C[C@@H](O)[C@H](OC)[C@H]2C(=O)O)CN1CC3	0.7	0.6
O=C1N=C(O)CN1/N=C/c1ccc(-c2ccc([N+](=O)[O-])cc2)o1	-2.5	-0.9
COC/C=C/C1=CC2=CC(=O)C(C)(O)C(=O)C2=CO1 (centres undefined)	-0.4	0.3
C#CCOCCOCCOCCNc1nc(N2CCN(C(=O)CCCCCCCCCCNC(=O)[C@H]([C@@H](C)CC)n3cc(CCCCCN)nn3)CC2)nc(N2CCN(C(=O)CCCCCCCCCCNC(=O)[C@@H]([C@H](C)CC)n3cc(CCCCCN)nn3)CC2)n1	19	27*
O=C1C(SCCO)=C(SCCO)C(=O)c2ccccc21	9.3	6.2
Cc1ccc(OC[C@H](O)[C@H](C)NC(C)C)c2c1CCC2	4.1	2.1
O=C1N[C@@H](Cc2cn(S(=O)(=O)c3c(F)c(F)c(F)c(F)c3F)c3ccccc23)C(=O)N[C@H]1Cc1ccccc1	0.5	-0.4
C[C@@H]1CC(=O)[C@H]2CC(CO)=CCC[C@@H]2[C@@]1(C)CC/C(=C/CO)CO	0.0	-0.4
CC(C)NC[C@@H](O)COc1ccc(CC(N)=O)cc1	0.8	1.5
CCC/C=C(\CCC)C(NC(=O)c1ccc(C(F)(F)F)cc1)c1ccccc1 (centres undefined)	-1.1	-0.2

The list goes on, starting with the last two of the part before.
SMILES	OXTR ag	V1R ag counter
CC(C)NC[C@@H](O)COc1ccc(CC(N)=O)cc1	0.8	1.5
CCC/C=C(\CCC)C(NC(=O)c1ccc(C(F)(F)F)cc1)c1ccccc1 (centres undefined)	-1.1	-0.2
C=C1CC[C@H](O)C/C1=C/C=C1\CCC[C@]2(C)[C@@H]([C@H](C)/C=C/[C@H](C)C(C)C)CC[C@@H]12	-0.6	0.5
Cc1cccc(C(=O)OC(C)C(=O)NC(=O)NC2CCCCC2)c1O (centres undefined)	0.0	0.3
CC(=O)c1ccc(O[C@@H]2O[C@H](CO)[C@@H](O)[C@H](O)[C@H]2O)cc1	0.8	2.9
COC(=O)CCCC1=CC2=CC(=O)C(C)(OC(=O)c3ccc(Cl)nc3)C(=O)C2=CO1 (centres undefined)	0.5	1.3
CCCCC1=CC2=CC(=O)C(C)(OC(=O)c3ccc(Cl)nc3)C(=O)C2=CO1 (centres undefined)	1.2	1.4
O=c1cc(-c2ccc(O)c(O)c2)oc2cc(O[C@@H]3O[C@H](CO)[C@@H](O)[C@H](O)[C@H]3O)cc(O)c12	0.0	0.5
O=C(NCc1cccc(F)c1)c1cccc2c1C(=O)c1ccc(N3CCCC3)cc1S2(=O)=O	20*	26*
N#Cc1cccnc1N1CCN(C(=O)c2cccc3c2C(=O)c2ccc(-c4ccc(Cl)c(C(F)(F)F)c4)cc2S3(=O)=O)CC1	1.8	0.3
C=C(C)C(=O)OCC(O)COc1ccc(C(C)(C)c2ccc(OCC(O)COC(=O)C(=C)C)cc2)cc1 (centres undefined)	9.8	10
C[C@H]1O[C@@H](n2cc(F)c(=O)[nH]c2=O)[C@H](O)[C@@H]1O	0.2	0.9
COc1ccnc(CS(=O)c2nc3cc(OC(F)F)ccc3[nH]2)c1OC (centres undefined)	0.1	0.1
N#Cc1ccc(Nc2nc(-c3ccc(O)cc3O)cs2)cc1C(F)(F)F	-0.3	1.4
C#CCOCCOCCOCCNc1nc(N2CCN(C(=O)CCCCCCCCCCNC(=O)[C@H](CCCCN)n3cc(C[C@@H](C)CC)nn3)CC2)nc(N2CCN(C(=O)CCCCCCCCCCNC(=O)[C@@H]([C@H](C)O)n3cc(C)nn3)CC2)n1	3.6	16
C#CCOCCOCCOCCNc1nc(N2CCN(C(=O)CCCCCCCCCCNC(=O)[C@@H](CCC(=O)O)n3cc(CCCCCN)nn3)CC2)nc(N2CCN(C(=O)CCCCCCCCCCNC(=O)[C@H]([C@@H](C)CC)n3cc(CCCCCN)nn3)CC2)n1	15	12
NC(CS(=O)O)C(=O)O (centres undefined)	-1.5	0.2
COC(=O)C1=CO[C@@H](O[C@@H]2O[C@H](CO)[C@@H](O)[C@H](O)[C@H]2O)C2C1C=C[C@@]2(O)CO (some centres undefined)	1.6	2.5
COc1cc(/C=C2\Oc3ccc(C#Cc4ccc(O)cc4)cc3C2=O)cc(OC)c1	-0.8	0.6
C#CCOCCOCCOCCNc1nc(N2CCN(C(=O)CCCCCCCCCCNC(=O)Cn3cc(C[C@@H](C)O)nn3)CC2)nc(N2CCN(C(=O)CCCCCCCCCCNC(=O)[C@H](CCCN=C(N)N)n3cc(C[C@@H](C)CC)nn3)CC2)n1	-0.2	0.5
O=C1C(Cc2ccccc2)Nc2ncnc(N3CCCCC3)c2N1Cc1ccc(Cl)cc1 (centres undefined)	-2.4	-0.3
C/C(=C\c1ccc(C(=O)O)cc1)c1ccc2c(c1)C(C)(C)CCC2(C)C	-0.2	0.8
COc1ccc(-c2ccc3c(c2)S(=O)(=O)c2cccc(C(=O)NCc4cccc(OC(F)(F)F)c4)c2C3=O)cc1OC	1.7	0.3
OC[C@H]1O[C@@H](n2cnc3c(NC4CCCC4)nc(Cl)nc32)[C@H](O)[C@@H]1O	-0.5	0.3
COc1ccc(OC)c(-c2nnc3n2N=C(c2ccc(OC)c(OCC4CC4)c2)CS3)c1	-1.5	-0.7
NS(=O)(=O)c1ccc(S(=O)(=O)c2ccccc2)nc1	-0.4	0.2
O=Cc1ccc(C(=O)OCC(=O)NC(=O)Nc2ccccc2F)cc1	0.8	0.4
Continuation.
SMILES	OXTR ag	V1R ag counter
CC1(C)O[C@@H]2[C@H](O1)[C@@H](COS(=O)(=O)O)O[C@H]2n1cnc2c(N)ncnc21	1.5	0.3
O=C(O)C1=CCCNC1	-1.0	0.6
Cc1ccc2c(c1)C(=O)N1[C@H]3c4ccccc4OC[C@@H]3[C@H](c3ccccc3)[C@]1(C)C(=O)N2	0.5	1.7
NNC(=O)c1ccccc1CO	0.2	0.6
CN(C)c1ccc(O)c2c1CC1CC3C(N(C)C)C(=O)C(C(N)=O)=C(O)[C@@]3(O)C(=O)C1=C2O (some centres undefined)	-0.2	-0.2
O=C(Nc1nnc(-c2ccc(Br)cc2)o1)c1ccco1	-1.1	-1.3
C=C[C@H]1[C@H](OC2OC(CO)C(O)C(O)C2O)OC=C(C(=O)OC)[C@H]1C[C@H]1CC(=O)C[C@H](CC(=O)CCc2ccc(O)cc2)O1 (some centres undefined)	0.7	1.0
Cn1c(N)c(C(=O)COC(=O)c2cc(-c3ccccc3)nc3ccccc23)c(=O)n(C)c1=O	0.4	-0.4
CC(=O)O[C@H]1CC[C@@]2(C)C(=CC[C@H]3[C@@H]4CC[C@H](C(C)=O)[C@@]4(C)CC[C@@H]32)C1	-0.5	0.0
O=S(=O)(Nc1c(O)ccc2ccccc12)c1cccc2ccccc12	-0.2	-0.4
CC(C)[C@@]1(c2ccc(Cl)cc2)ON(c2ccccc2C(F)(F)F)C1=O	-0.2	0.3
O=C(O)C1=CCNCC1	-1.1	1.8
O=C(Nc1ccc(S(=O)(=O)N2CCCC2)cc1)c1ccc([N+](=O)[O-])o1	5.6	4.2
COc1cc2c(cc1CNC[C@H]1O[C@@H](n3cnc4c(N)ncnc43)[C@H](O)[C@@H]1O)OCO2	1.8	0.7
COc1ccc2nc(Nc3nc(CSc4nc5ccccc5s4)cc(=O)[nH]3)nc(C)c2c1	-0.2	0.1
COc1ccc(OC)c2sc(N(CCCN(C)C)C(=O)c3ccc(S(=O)(=O)N4CCc5ccccc5C4)cc3)nc12	11	2.0
CC(C)=CCc1c2c(c(O)c3c(=O)c4c(oc13)-c1cc(O)c(O)cc1OC4C=C(C)C)C=CC(C)(C)O2 (centres undefined)	0.5	0.3
O=C(COC(=O)c1cc[n+]([O-])cc1)Nc1ccc(Cl)cc1C(F)(F)F	1.1	1.3
C#CCOCCOCCOCCNc1nc(N2CCN(C(=O)CCCCCCCCCCNC(=O)[C@H]([C@@H](C)CC)n3cc(CCCCCN)nn3)CC2)nc(N2CCN(C(=O)CCCCCCCCCCNC(=O)[C@@H]([C@H](C)O)n3cc(C)nn3)CC2)n1	37*	58*
C#CCOCCOCCOCCNc1nc(N2CCN(C(=O)CCCCCCCCCCNC(=O)[C@H](CCCCN)n3cc(C)nn3)CC2)nc(N2CCN(C(=O)CCCCCCCCCCNC(=O)[C@H](CO)n3cc(CCCSC)nn3)CC2)n1	1.0	13
CC(=O)c1ccc2c(c1)N(CCCN1CCC(CCO)CC1)c1ccccc1S2	4.1	0.6
CC(C)=CCc1c(-c2ccc(O)cc2O)oc2c3c(cc(O)c2c1=O)OC(C)(C)C=C3	1.1	0.5
CCC(C)Sc1ccc(-c2nc3ccc(C)cn3c2NCc2ccccc2)cc1OC (centres undefined)	-2.5	-1.3
CC(C)(Sc1ccc(CCN(CCCCC2CCCCC2)C(=O)NC2CCCCC2)cc1)C(=O)O	-0.3	0.4
COC(=O)C1=C(C)N(Cc2ccccc2)C(=NCc2ccccc2)N[C@H]1c1cccc(C(F)(F)F)c1	22*	10.0
Remaining list, next part:
SMILES	OXTR ag	V1R ag counter
C#CCOCCOCCOCCNc1nc(N2CCN(C(=O)CCCCCCCCCCNC(=O)[C@H](CCCCN)n3cc(C)nn3)CC2)nc(N2CCN(C(=O)CCCCCCCCCCNC(=O)[C@@H]([C@H](C)O)n3cc(C)nn3)CC2)n1	9.9	31*
O=C(O)c1cccc2c1C(=O)c1ccc(-c3ccc(F)cc3OCc3ccccc3)cc1S2(=O)=O	-0.6	-0.8
CC[C@H](C)[C@H]1O[C@]2(CC[C@@H]1C)C[C@@H]1C[C@@H](CC=C(C)[C@@H](O[C@H]3C[C@H](OC)[C@@H](O[C@H]4C[C@H](OC)[C@@H](O)[C@H](C)O4)[C@H](C)O3)[C@@H](C)C=CC=C3CO[C@@H]4[C@H](O)C(C)=C[C@@H](C(=O)O1)[C@]34O)O2	0.3	3.1
COC(=O)CCC(=O)OC1(C)C(=O)C=C2C=C(c3ccsc3)OC=C2C1=O (centres undefined)	0.4	0.1
CCN(CC)CCC(=O)N1c2ccccc2Sc2ccc(Cl)cc21	-0.2	0.0
O=C(C[C@H]1C/C=C\C[C@H](NC(=O)OCC2c3ccccc3-c3ccccc32)C(=O)OC[C@@H]2CCCN2C1=O)N[C@H](CO)Cc1ccccc1	-1.5	-0.9
Cc1ccccc1N1CCN(S(=O)(=O)C[C@]23CCC(CC2NC(=O)[C@@H](N)CCS(C)(=O)=O)C3(C)C)CC1 (some centres undefined)	-0.8	0.9
CCn1c(SCC(=O)Nc2oc(C)c3c(C)n[nH]c(=O)c23)nc2sc(C)c(C)c2c1=O	-0.5	0.0
CC(C)C(=O)NCCc1nc(-c2ccccc2)no1	0.5	13
COc1ccc2oc(C(=O)OCC(=O)Nc3ccccc3OC)c(C)c2c1	-1.3	-0.7

A second format for some results above.
molecule | OXTR ag | V1R ag counter
Cc1ccc(OC[C@H](O)[C@H](C)NC(C)C)c2c1CCC2 | 4.1 | 2.1
C=C[C@H]1[C@H](OC2OC(CO)C(O)C(O)C2O)OC=C(C(=O)OC)[C@H]1C[C@H]1CC(=O)C[C@H](CC(=O)CCc2ccc(O)cc2)O1 (some centres undefined) | 0.7 | 1.0
C/C(=C\c1ccc(C(=O)O)cc1)c1ccc2c(c1)C(C)(C)CCC2(C)C | -0.2 | 0.8
C[C@H]1O[C@@H](n2cc(F)c(=O)[nH]c2=O)[C@H](O)[C@@H]1O | 0.2 | 0.9
CC(C)=CCc1c2c(c(O)c3c(=O)c4c(oc13)-c1cc(O)c(O)cc1OC4C=C(C)C)C=CC(C)(C)O2 (centres undefined) | 0.5 | 0.3
